bCat KO growth: beta-catenin-lacking colon tumor cell growth suppression | AID 818 | viability, % at 10 µM | actives 1.5% (n = 140,000) | HCT116 beta-catenin knockout viability, CellTiter-Glo, 60 h; hits give low values;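 active means viability at or under a set limit, the compound median less 4 SD, cut at about 6% in these data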;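 further: 0% = Hyamine 1622 control at 20 µM and 100% = untreated cell control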
NPY Y2 blocker: blocks the human neuropeptide Y Y2 receptor; actives 0.99% (n = 140,000); inhibition, % at 2.7 µM; P49146; NPY-Y2 expressing cells, antagonist mode; AID 793; in the data active means inhibition above about 17%;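 further: 0% = vehicle with agonist challenge and 100% = reference antagonist with challenge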
Target sequence (P49146 whole entry, looked up): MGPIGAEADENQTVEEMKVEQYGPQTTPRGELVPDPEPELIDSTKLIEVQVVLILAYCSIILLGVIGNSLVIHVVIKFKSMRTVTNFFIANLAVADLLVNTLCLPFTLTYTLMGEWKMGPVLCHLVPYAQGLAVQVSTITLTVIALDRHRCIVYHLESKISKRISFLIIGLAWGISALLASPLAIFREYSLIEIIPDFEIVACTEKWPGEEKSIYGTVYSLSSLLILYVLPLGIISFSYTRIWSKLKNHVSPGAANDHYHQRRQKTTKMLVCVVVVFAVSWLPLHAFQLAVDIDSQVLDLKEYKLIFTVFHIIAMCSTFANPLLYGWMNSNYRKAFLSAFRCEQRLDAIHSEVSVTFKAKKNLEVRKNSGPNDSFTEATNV
BB579 growth dn: chemicals that inhibit yeast BB579 growth in restrictive medium (lifespan-shortening candidates); AID 804; inhibition, % at 10 µM; S. cerevisiae BB579 growth, OD615, 48 h; actives 0.51% (n = 140,000);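 active means inhibition above a set limit, 3 SD over the mean compound inhibition, cut at about 44% in these data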; further: inactives centre near -24
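Test system: Saccharomyces cerevisiae DeaD strain BB579, replicative lifespan model yeast | Buffer or medium: Restrictive CSMM-D medium | Doses: One dose, 10 µM compound with 0.25% DMSO | Incubation: 48 h exposure, 30 °C | Detection: Culture absorbance at 615 nm | Control set: Amphotericin B at 10 µg/mL as positive control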
Measles CPE: protection of cells from measles virus; Measles virus-infected cells, CPE protection, absorbance; protection (pct of control), % at 4 µM; actives 1.5% (n = 140,000); AID 841; in the data active means protection mostly above about 24%, no sharp cut-off; inactive means mostly below about 26%; further: some compounds called inactive have numbers as strong as hits
GALR2 antag: antagonists of human galanin receptor 2 (GALR2). O43603. GALR2-expressing cells, antagonist mode. inhibition, % at 4 µM. actives 0.39% (n = 140,000); in the data active means inhibition above about 27%;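 further: cells stimulated with galanin 1-16 at roughly its EC80; 0% = agonist challenge control and 100% = basal control without agonist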
Target sequence (O43603 whole entry, looked up): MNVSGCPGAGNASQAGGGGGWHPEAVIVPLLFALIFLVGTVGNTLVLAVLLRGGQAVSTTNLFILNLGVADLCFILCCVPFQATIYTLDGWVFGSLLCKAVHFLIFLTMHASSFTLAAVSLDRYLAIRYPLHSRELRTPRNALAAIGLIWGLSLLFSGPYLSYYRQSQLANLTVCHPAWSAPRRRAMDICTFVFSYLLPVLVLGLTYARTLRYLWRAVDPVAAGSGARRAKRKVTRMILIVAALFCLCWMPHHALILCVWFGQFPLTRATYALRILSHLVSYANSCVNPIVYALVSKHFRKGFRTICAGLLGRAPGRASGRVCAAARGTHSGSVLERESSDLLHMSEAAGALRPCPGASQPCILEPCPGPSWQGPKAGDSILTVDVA
Yeast lifespan up: extends the lifespan of yeast | actives 0.68% (n = 130,000) | inhibition of the nicotinamide effect, % at 10 µM | S. cerevisiae growth with nicotinamide, OD615; deaD strain in restrictive glucose medium;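 active means inhibition above a set limit, placed 3 SD over the median of all compounds, cut at about 26% in these data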;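 further: 0% = nicotinamide-treated wells and 100% = cells grown without nicotinamide; some compounds called inactive have numbers as strong as hits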
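Assay system: engineered S. cerevisiae DeaD replicative-lifespan strain, galactose-grown log-phase cells; Buffer or medium: CSMM-D glucose medium, restrictive; Probe or stimulus: nicotinamide 1.5 mM; Compound: single dose 10 µM compound, 0.25% DMSO; Schedule: 4 h preincubation then 48 h treatment at 30 °C; Technique: OD615 measurement.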
HCT116 PTEN-null: PTEN-deleted cell growth suppression | actives 1.2% (n = 140,000) | AID 827 | viability, % at 10 µM | HCT116 PTEN-null viability, CellTiter-Glo, 60 h; hits give low values;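 active means viability at or below a set limit, 4 SD under the median of all tested compounds, cut at about 3.7% in these data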;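 further: PTEN knockout HCT116 line with beta catenin targeted HCT116 as companion control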
E-sel TNF inh: TNF alpha driven E-selectin expression inhibition | HUVEC TNFa-induced E-selectin immunofluorescence, high content | inhibition, % at 2 µM | actives 0.71% (n = 120,000) | AID 1246;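 active means inhibition above the batch mean plus 3 SD, and confirmed as a hit on visual image review, cut at about 43% in these data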;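 further: 0% = TNF-stimulated DMSO wells and 100% = unstimulated control wells; not every result past the cut was called active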
Phagocytosis inh: macrophage phagocytosis inhibition | J774A.1 macrophage IgG-bead phagocytosis, imaging | AID 1029 | inhibition, % at 5 µM | actives 0.07% (n = 110,000);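 active means inhibition above the mean of the plate negative controls plus 5 SD, cut at about 13% in these data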;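 further: phagocytic index as fraction of beads internalized from green versus red external bead signal; plate controls were DMSO negative control for no effect and cytochalasin-D positive control for full effect; some results beyond the cut were filed as inactive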
MRP-1 activ: activators of MRP-1 | H69AR cells + doxorubicin, viability rescue, CellTiter-Glo | viability increase, % at 10 µM | actives 0.61% (n = 140,000) | AID 799;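 active means viability gain under doxorubicin at or above a set limit, the compound median plus 3 SD, cut at about 4.7% in these data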;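 further: MRP-1 overexpressing cells given doxorubicin 25 µM after compound pretreatment; 18-22 h compound pretreatment then 72 h with doxorubicin before readout; 0% = doxorubicin-only wells and 100% = vehicle-treated cells without doxorubicin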
* hit, by the source's call; · = no result given.

SMILES	bCat KO growth	NPY Y2 blocker	BB579 growth dn	Measles CPE	GALR2 antag	Yeast lifespan up	HCT116 PTEN-null	E-sel TNF inh	Phagocytosis inh	MRP-1 activ
CC(=O)SCC(C)C(=O)NCc1ccccc1 (configuration not stated)	98.7	-6.4	-39.3	26.6	-11.4	-10.4	100.2	6.0	0.3	-1.5
O=[N+]([O-])c1cccc(/C=N\N=C2c3ccccc3-c3ccccc32)c1O	87.5	-2.0	4.0	20.1	0.1	-4.4	102.4	-12.1	-5.3	-3.4
CCN(CC)C(=O)c1sc(NC(=O)c2ccc(C)c([N+](=O)[O-])c2)c(C#N)c1C	101.2	5.8	-33.5	6.8	10.4	-8.5	85.7	-27.2	·	-1.6
CSCCC(NC(=O)c1cc(C(C)(C)C)oc1C)C(=O)O (configuration not stated)	85.6	1.6	-20.7	3.8	8.4	-12.0	86.2	-37.0	-0.9	-0.7
Cc1c(C(=O)N(C)C)sc(NC(=O)c2cccc([N+](=O)[O-])c2)c1C#N	96.4	15.1	-46.8	7.7	-3.3	-7.0	95.9	17.5	-1.2	-1.3
O=C(O)c1ccc(CS(=O)(=O)Cc2ccccc2F)o1	96.7	0.0	-4.0	8.4	3.9	7.3	108.6	-6.4	-2.8	0.0
CCOC(=O)c1c(C)nc2sc3c(=O)n(-c4ccc(C(C)=O)cc4)nnc3c2c1-c1ccc(OC)cc1	74.5	-0.8	-58.3	4.3	-8.5	-0.7	77.2	-15.5	·	-1.1
CN(Cc1ccccc1)Cc1nc2c(c(=O)n(C)c(=O)n2C)n1Cc1ccc(Cl)cc1	69.5	1.7	-41.4	23.7	-8.8	-3.6	69.2	10.4	-0.8	-0.7
O=C(Nc1ccc(N2CCOCC2)cc1)C1CCCN(S(=O)(=O)c2ccccc2)C1 (configuration not stated)	87.2	-0.9	-53.6	16.7	-0.3	-4.3	96.4	21.5	-0.4	0.1
Cc1ccc2c(N)c(C#N)sc2n1	114.3	-0.5	11.5	20.5	3.0	-25.4	105.8	-32.9	0.9	-0.1
O=C(O)/C=C/C(=O)Nc1ccccc1C(=O)Nc1ccccc1	96.0	2.1	-33.7	27.7	-8.8	8.8	98.3	6.2	0.6	1.7
Cc1cc(=O)oc2ccc(OC(C)C(=O)O)cc12 (configuration not stated)	93.7	3.7	-26.7	2.5	-10.3	5.0	93.8	·	-1.6	-1.1
CC(=O)N(C)c1ccc(NC(=O)c2cnn(C)c2)cc1	102.3	-2.5	24.7	6.1	-2.4	-1.7	96.7	-10.2	0.2	-1.5
CC(OC(=O)c1ccco1)C(=O)NC1CCCCC1 (configuration not stated)	106.1	0.4	-30.6	18.9	2.4	-18.8	103.1	86.1*	-0.7	-2.1
COc1nc(N=C(N)N)nc2c(C)cccc12	82.2	-0.1	-45.8	5.4	-4.5	-9.4	66.0	-3.7	·	-3.6
C=C(C)c1cccc(C(C)(C)NC(=O)N2CCN(c3ccc(OC)cc3)CC2)c1	85.9	1.4	0.3	2.5	-2.8	3.9	92.5	23.1	·	-0.8
COn1c(C)c(C(C)=O)c2c3nonc3ccc21	93.1	0.3	3.7	10.7	-5.5	-12.0	86.9	45.0	0.0	-0.7
Cn1nc(-c2ccccc2)c(C#N)c1Sc1cccc(Cl)c1	84.7	4.2	-55.9	36.6	-1.5	-12.5	89.9	3.6	2.0	0.8
O=C1C2C3c4ccccc4C(c4ccccc43)C2C(=O)N1c1cccnc1 (configuration not stated)	85.2	-0.2	-20.4	20.8	15.2	-0.3	86.4	·	4.2	-0.8
CC1CCN(C(=O)CCCC(=O)O)CC1	96.9	2.8	-27.6	8.8	10.6	3.2	98.6	5.5	-8.3	-0.1
CC(=O)CSc1ncnc2c1oc1ccccc12	104.3	-1.3	3.3	3.7	2.3	-14.2	114.6	4.9	0.1	-0.6
CC(=O)NC1(C(Cl)(Cl)Cl)Oc2ccccc2O1	68.5	0.2	-21.7	7.3	-2.2	-7.8	92.4	-0.2	·	-2.6
O=S(=O)(c1cccs1)N1CN(Cc2cccs2)c2nc3ccccc3nc21	83.6	4.4	-28.6	11.0	4.7	1.7	80.2	-10.2	-0.6	-1.5
CCOC(=O)C(NC(=O)Nc1ccc(Cl)cn1)(Oc1ccccc1)C(F)(F)F (configuration not stated)	89.3	4.0	-37.6	5.5	-5.7	-1.2	93.4	·	-4.5	-0.8
CCOC(=O)C1CCN(C(=O)C2CCN(S(=O)(=O)N3CCCC3)CC2)CC1	95.0	-0.4	-17.1	24.0	-12.6	-29.0	91.5	-14.7	-7.1	-2.8

The list continues:
SMILES	bCat KO growth	NPY Y2 blocker	BB579 growth dn	Measles CPE	GALR2 antag	Yeast lifespan up	HCT116 PTEN-null	E-sel TNF inh	Phagocytosis inh	MRP-1 activ
CCN(CC)c1nc2nonc2nc1N(CC)CC	89.6	-0.6	-8.8	6.0	10.7	-6.3	94.4	-4.6	0.5	-2.4
CCC1(C)OC(=O)NN(c2ccc(C)cc2)C1(C)O (configuration not stated)	91.4	-3.5	5.1	3.6	-2.5	3.5	81.8	·	4.3	-0.7
CCCc1nnc(NC(=O)Cn2c(=O)oc3cc(Br)ccc32)s1	102.6	5.5	-47.9	5.8	11.1	-3.3	108.2	-1.9	-0.9	0.3
Cn1c(=O)c2c(SCc3cccnc3)nc(CC(C)(C)C)nc2n(C)c1=O	76.5	6.0	-25.7	6.3	-13.5	6.8	69.2	·	-0.1	-5.2
O=C(CSc1ccc2ccccc2c1)NC1CCCc2ccccc21 (configuration not stated)	90.5	3.8	-40.3	7.5	-3.8	4.3	91.6	·	·	0.0
O=C(NCc1ccco1)c1ccc(Br)c(S(=O)(=O)N2CCCCC2)c1	80.8	7.7	13.4	2.7	3.1	-11.2	75.0	9.3	-0.1	-1.9
CCC(=O)Nc1ccc(C(=O)CSc2nnc(-c3ccccc3F)n2C2CC2)cc1	84.8	1.0	-21.2	7.3	-12.8	-4.8	82.4	-6.8	-9.8	-2.1
CC(=O)CCc1c(C)c2cccc(C)c2[nH]c1=O	90.1	0.3	-45.7	14.8	9.6	-8.0	90.4	·	-1.1	-0.5
Cc1cc(C)cc(NC(=O)CN(C)S(=O)(=O)c2cnc[nH]2)c1	99.0	3.2	-25.1	9.7	-1.5	0.3	88.9	-22.2	·	-2.9
COc1ccc(NC(=O)[C@@H](NC(=O)c2ccccc2)C(C)C)cc1S(=O)(=O)N1CCCCC1	93.6	3.8	-24.6	13.7	-4.0	-5.1	92.0	·	-4.8	0.9
C=C(C)c1cccc(C(C)(C)NC(=O)N2CCN(C)CC2)c1	96.8	0.1	-22.6	4.5	1.7	-5.6	107.3	5.5	-0.2	-0.5
O=S(=O)(NCCOCCNS(=O)(=O)c1ccccc1)c1ccccc1	81.5	-1.7	2.4	5.7	0.4	-14.0	88.0	10.8	·	0.1
COC(=O)Cn1c(C(=O)N2CCCC2)cc2c1C[C@H]1CN(C(=O)c3ccccc3)[C@@](Cc3ccc(F)cc3)(C(=O)OC)[C@@H]21	89.8	6.0	-20.3	1.7	0.4	1.3	90.2	·	·	-2.1
O=[N+]([O-])c1cc(-c2ncccn2)c([N+](=O)[O-])s1	2.2*	10.4	-19.4	13.5	45.1*	12.5	6.6	9.2	-4.1	-4.2
O=C(CN1CCN(Cc2ccccc2)CC1)c1ccccc1	93.4	2.5	4.4	17.5	0.4	-14.6	101.4	8.7	-1.0	-0.2
Cc1nc2ccc(S(=O)(=O)c3ccc4nc(C)[nH]c4c3)cc2[nH]1	96.2	1.5	-28.0	3.8	2.4	-7.4	99.9	1.8	·	-1.6
COc1cccc(-c2nc(OC(C)C)c3ccccc3n2)c1	55.7	7.8	-5.1	1.7	-1.8	-28.9	60.6	7.9	·	-0.6
CCOc1ccc2nc(NC(=O)C(NS(=O)(=O)c3cccs3)C(C)C)sc2c1 (configuration not stated)	76.3	-0.7	-44.1	4.6	-1.2	-13.9	80.2	10.6	0.1	-0.8
c1ccc2c(c1)ncn2-c1ccc(-c2ccnc(-c3ccncc3)n2)cc1	80.1	3.7	-7.1	5.8	-6.9	-28.6	87.7	22.8	·	-4.0
Cc1cc(C)n2cc(CSc3nnc(N)s3)nc2n1	92.5	1.9	-26.1	2.7	8.6	16.5	100.8	-6.8	0.6	0.8
O=C(Nc1ccc(Cl)cc1C(=O)Nc1ccc(Br)cn1)c1ccco1	65.5	30.8*	-5.3	11.7	-12.4	-8.1	66.4	-12.1	-1.3	-0.5
Cc1ccccc1NC(=O)C(C#N)Cc1cccnc1 (configuration not stated)	91.0	-0.6	8.5	18.8	11.7	-15.4	84.1	23.8	3.0	-1.5
CCOC(=O)CN/C=C(\C#N)c1ccccc1	98.3	1.3	-30.4	5.6	-8.6	-4.8	97.8	·	-4.6	-0.7
Cc1ccc(C)c(NC(=O)CCCCCCCCCCC2COCCO2)c1 (configuration not stated)	84.5	4.4	-27.7	4.5	-17.8	2.2	81.9	-6.4	-6.6	-0.1
Cc1nc(NC(=O)CCc2ccccc2)ccc1Br	103.0	2.3	-27.6	4.1	-6.0	-13.9	90.7	1.8	0.7	1.2

(continued)
SMILES	bCat KO growth	NPY Y2 blocker	BB579 growth dn	Measles CPE	GALR2 antag	Yeast lifespan up	HCT116 PTEN-null	E-sel TNF inh	Phagocytosis inh	MRP-1 activ
Cc1ccc(C(=O)ON=C2CCN(c3ccc([N+](=O)[O-])cc3)CC2)cc1	78.5	1.7	-32.3	6.5	16.9	-15.9	83.6	0.0	2.3	-3.4
CCc1ccc(C(C)NC(=O)c2ncn[nH]2)cc1 (configuration not stated)	97.5	8.0	-6.2	7.1	14.0	3.5	104.3	-8.0	·	0.1
CCN(CC)C(=O)Cn1cnc([N+](=O)[O-])n1	82.5	0.7	-20.2	9.0	-3.5	-3.1	94.3	-42.2	-1.7	-0.7
Cc1ccc(-c2noc(CN(C(=O)CCN3C(=O)c4ccccc4C3=O)C(C)C)n2)cc1	96.9	7.7	-12.8	11.7	5.7	-6.4	86.1	-18.4	-2.2	-0.4
O=C(CN1C(=O)/C(=C\c2ccc(F)cc2)Oc2ccccc21)N1CCN(c2ccccn2)CC1	70.0	0.3	-25.7	5.8	7.1	0.7	38.3	7.8	-10.2	-3.4
Cc1nc(SCC(=O)N2CCN(C(=O)c3ccco3)CC2)c2c(C)c(C)sc2n1	91.5	0.9	-39.6	5.0	-5.9	·	81.7	48.0	-0.8	-3.8
CC(=O)N1CCc2c(sc(NC(=O)c3ccc4c(c3)OCCO4)c2C#N)C1	24.2	5.0	-27.7	25.1	0.8	-0.2	29.0	-10.8	-2.0	-3.0
CCC(Sc1ccccc1C(=O)O)C(=O)O (configuration not stated)	99.4	-1.6	6.4	1.5	-5.3	-5.4	94.3	17.8	-0.4	2.4
Cc1cc2c(cc1C)N(C(=O)CN1C(=O)c3ccccc3C1=O)C(C)(C)c1ssc(=S)c1-2	80.7	-2.1	-56.5	6.3	-17.8	-6.1	74.3	·	0.9	0.9

Source: PubChem BioAssay (several laboratories)
